NS3 helicase inh = inhibitors of Hepatitis C virus NS3 helicase; NS3 helicase DNA unwinding, Cy5 molecular beacon fluorescence; AID 1800; hit rate 0.56% among 290,000; inhibition, % at 10.9 µM;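 active = inhibition above the mean of all tested compounds plus 3 SD, set per campaign, cut at about 35% in these data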;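 also: 0% = DMSO wells and 100% = thioflavine S control wells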
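Material: hepatitis C virus NS3 helicase domain fragment enzyme; measured by: Cy5 fluorescence, 0 and 60 min reads; control set: DMSO and thioflavine S; incubation: 60 min unwinding reaction at 25 °C after ATP addition; read-out basis: % inhibition from 60/0 min fluorescence ratio, DMSO 0%, thioflavine S 100%; repeats: singlicate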
MEKK2mut PB1 HTS = signal of MEK5 binding to mutant human MEKK2 PB1 domain. bead flow cytometry, Alexa488-MEK5 binding to MEKK2 mutant. percent response, % at 10 µM. hit rate 0.35% among 290,000. AID 1530; in the data active = percent response above about 24%, passing the limit was not always enough; also: inactives centre near 1; some results filed as inactive read as strong as hits
M18AAP inhibitor = blocks P. falciparum M18 aspartyl aminopeptidase; recombinant PfM18AAP, H-Glu-NHMec fluorogenic cleavage; inhibition, % at 7.35 µM; hit rate 1.2% among 290,000;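 active = inhibition above the campaign mean inhibition over all tested compounds plus 3 SD, cut at about 28% in these data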;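 also: 0% = plate median of test compound wells and 100% = 2 mM ZnCl2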
MEKK2wt PB1 HTS = raises or lowers MEK5 binding to wildtype human MEKK2 PB1 domain | Q9Y2U5 | bead flow cytometry, Alexa488-MEK5 binding to MEKK2 WT; actives lie on both sides | binding response (% of control), % at 10 µM | hit rate 1.1% among 290,000 | AID 1531; in the data active = binding response below about 67% or above about 130%
VIM-2 inh = inhibitors of Pseudomonas aeruginosa VIM-2 metallo-beta-lactamase; purified VIM-2, nitrocefin hydrolysis, epi-absorbance fluorescence; inhibition, % at 5.6 µM; hit rate 0.89% among 290,000; AID 1527;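 active = inhibition above the mean of all tested compounds plus 3 SD, cutoff set per screening run, cut at about 7.5% in these data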;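 also: red hydrolysis product quenches plate fluorescence so inhibitors raise well fluorescence; 0% = enzyme with DMSO and 100% = DMSO without enzyme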
DNA FID counter = fluorescent intercalator displacement, NS3 helicase counter-screen; DNA fluorescent intercalator displacement, fluorescence; inhibition, % at 7.9 µM; hit rate 0.17% among 290,000; AID 1845; in the data active = inhibition above about 37%;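 also: 0% = vehicle and 100% = reference compound; higher means more ethidium bromide displaced from hairpin DNA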
UBC9 SUMO inh = SUMOylation inhibition. inhibition, % at 35 µM. hit rate 0.36% among 290,000. HTRF SUMOylation assay, SAE1/SAE2 + UBC9, in vitro. P63279; in the data active = inhibition above about 50%, passing the limit was not always enough; also: strong numbers were not always called active
Target sequence (P63279 whole entry, looked up): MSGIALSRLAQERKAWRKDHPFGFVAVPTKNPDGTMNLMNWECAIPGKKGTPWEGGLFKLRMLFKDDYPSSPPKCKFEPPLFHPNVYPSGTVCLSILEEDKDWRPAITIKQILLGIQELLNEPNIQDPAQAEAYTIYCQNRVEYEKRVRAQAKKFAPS
IMP-1 inhibitor = blocks Pseudomonas aeruginosa IMP-1 metallo-beta-lactamase; inhibition, % at 5.6 µM; purified IMP-1, nitrocefin hydrolysis, epi-absorbance fluorescence; hit rate 0.45% among 290,000;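 active = inhibition above the mean plus 3 SD of all compounds in the same screening run, cut at about 4.5% in these data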;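 also: 0% = IMP-1 with DMSO and 100% = DMSO wells lacking enzyme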
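Test system: recombinant IMP-1 enzyme, purified / Medium: HEPES buffer pH 7.1 with ZnSO4 and Brij 35 / Doses: single dose, 5.6 µM / Times: 25 °C, 15 min preincubation, 25 min reaction / Detection: Epi-absorbance via hydrolysed-nitrocefin quenching of white-plate fluorescence, 480/530 nm, EDTA stop / Evaluation: percent inhibition from optical density relative to buffer-blank wells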
NALP1 yeast inh = inhibitors of NALP1 inflammasome in yeast | S. cerevisiae NALP1/ASC/caspase-1 growth, X-gal OD620, 72 h | inhibition, % at 10 µM | hit rate 0.61% among 280,000; in the data active = inhibition mostly above about 24%, no sharp cut-off; inactive = mostly below about 32%; also: some compounds called inactive have numbers as strong as hits
The depositor's hits bear a star; . = not tested or not shown. Outcome played no part in choosing rows; 4.7% or so of the library scored in one or more.

SMILES	NS3 helicase inh	MEKK2mut PB1 HTS	M18AAP inhibitor	MEKK2wt PB1 HTS	VIM-2 inh	DNA FID counter	UBC9 SUMO inh	IMP-1 inhibitor	NALP1 yeast inh
CC1CC/C(=N/Nc2ccccc2)C(=O)N1 (stereo not drawn)	5	-1	0	100	-0.3	-7	-9	-3.6	22
CCOC(=O)C1(Cc2cccc(OC)c2)CCCN(S(=O)(=O)c2cccnc2)C1 (stereo not drawn)	-12	1	-7	103	1.1	-24	4	-2.1	-3
CCN(CC)C(=O)N1CCN(S(=O)(=O)c2ccc(C)c(C)c2)CC1	-7	4	-6	102	-3.8	-22	9	-1.8	12
C=CCN(CC=C)C(=S)NC(=O)Cc1cccc2ccccc12	8	-7	-3	85	-3.9	-7	20	-3.9	-6
CC(=O)c1c(C)[nH]c(C(=O)N2CCN(C(=O)c3ccco3)CC2)c1C	-5	1	3	103	-2.5	0	-3	-2.6	37
COc1ccc(/C=N/NC(=O)c2nn(-c3ccc(Cl)cc3)c(=O)c3c(N)scc23)cc1	19	1	3	94	-4.4	-16	25	-3.4	-6
COc1ccc(NC(=O)c2ccc(Cl)c(S(=O)(=O)NCC3CCCO3)c2)c(OC)c1 (stereo not drawn)	-5	1	1	100	-1.7	-29	4	-1.8	9
CCc1cccc(CC)c1N(COC)C(=O)Cn1c(CO)nc2ccccc21	-5	-2	2	101	-0.3	-32	-12	-2.1	13
CCOC(=O)c1c(NC(=O)c2ccc(C)cc2)sc2c1CC(C)(C)OC2	1	5	-29	105	-1.2	-3	6	-1.5	20
CCOC(=O)C1(CCOC)CCN(Cc2cnc(-c3cccc(C)c3)nc2)CC1	2	3	-2	105	-2.9	-5	-12	-2.8	6
COc1ccc(NC(=O)/C(=C\c2cccnc2)NC(=O)c2cccs2)cc1	-17	3	7	89	-0.3	1	4	-3.6	31
O=C(O)c1ccc(CNC(=O)c2ccccc2NC(=O)c2ccc([N+](=O)[O-])cc2)cc1	0	-5	4	95	-2.8	-8	10	-1.3	5
CCOc1ccc(C2/C(=C(\O)c3ccc4c(c3)OCCO4)C(=O)C(=O)N2CCN2CCOCC2)cc1OC (stereo not drawn)	18	3	15	101	-3.2	-37	-6	-4.0	-5
FC(F)(F)c1cc(-c2ccco2)nc(N2CCOCC2)n1	4	-2	7	100	-0.7	1	-4	-4.1	22
Cc1cccc(NC(=O)C2CCCN(S(=O)(=O)c3cccc4cccnc34)C2)c1 (stereo not drawn)	-4	-2	-2	102	-5.1	-27	0	-1.9	-25
COc1c(S(=O)(=O)n2nc(C)cc2C)ccc(Cl)c1Cl	-7	-7	-2	91	-2.0	-12	7	-0.7	12
O=C1CCN(Cc2nnnn2CC2CCCO2)c2ccccc2N1 (stereo not drawn)	-5	3	3	102	-2.8	-3	-3	-3.9	26
CCOC(=O)C(=CNc1ccccc1Cl)C(=O)OCC	1	-10	-4	54	-0.3	-20	0	0.0	22
NC(=O)c1ccc(Oc2ccc(Cl)cc2)c([N+](=O)[O-])c1	-8	3	1	102	-1.4	0	2	-1.8	.
COc1cc(C2c3[nH]c4ccccc4c3C[C@@H]3C(=O)N(Cc4ccco4)CC(=O)N23)cc(OC)c1OC (stereo partly drawn)	-15	4	-3	104	-4.4	-47	1	-2.7	-1
Clc1cccc(Cl)c1/C=C/c1ccn[nH]1	-5	2	8	105	-2.5	-11	5	-3.2	9
Cc1ccc(/C=N/NC(=O)CSc2nnc(-c3ccc(Cl)cc3)n2-c2ccccc2)o1	-3	-2	2	92	-2.9	-32	9	-1.9	31
CCOC(=O)Oc1ccc2c(c1)C(C)=CC(C)(C)N2C(=O)OCC	-5	.	1	.	-5.4	-15	5	-3.5	-3
O=S(=O)(NC1c2cccc3cccc(c23)C1N1CCNCC1)c1ccccc1 (stereo not drawn)	-6	0	-8	103	0.3	4	-7	-2.6	28
COC(=O)c1cc(OC)nc2ccc(Br)cc12	5	-6	-1	98	0.9	-4	11	-2.0	6
CC1CCN(CCNC(=O)CN(C)S(=O)(=O)c2cccc3nsnc23)CC1	4	-2	6	99	-2.6	6	-6	-3.9	7
Cc1c(Cl)cccc1NC(=O)c1cccnc1	18	0	0	99	-1.5	0	-18	-2.1	5
CC1CCCN(c2nc3nonc3nc2Nc2ccccc2F)C1 (stereo not drawn)	8	3	6	102	-3.6	-11	1	-1.7	3
COc1ccc2[nH]c(=O)c(CN(Cc3cccs3)C(=S)Nc3ccccc3)cc2c1	-5	-1	-4	-1.0*	-2.8	-1	-9	-3.9	8
C[N+](C)(CC#Cc1ccccc1)CC(=O)c1ccccc1	6	0	-1	97	-1.6	-2	11	-3.5	22
COc1ccccc1N1CCN(C(=O)CCC(=O)N2CCN(c3ccccc3OC)CC2)CC1	-8	1	-4	104	1.3	-50	0	0.5	-2
Cc1ccc(N(C(=O)c2ccc(Br)o2)C2C=CS(=O)(=O)C2)cc1 (stereo not drawn)	-5	3	-15	109	0.7	-1	8	-1.3	-6
O=C(NC(=S)NCC1CCCO1)c1cccc([N+](=O)[O-])c1 (stereo not drawn)	9	-2	1	100	0.2	5	-1	-2.6	21
CN(CC(=O)Nc1ccc(N2CCOCC2)cc1)C(=O)c1cc(S(=O)(=O)N(C)C)ccc1Cl	1	6	5	108	-2.4	-17	3	-2.5	-5
COc1ccc(NC(=O)C2CC(=O)N(C)C(=Nc3ccc4c(c3)OCO4)S2)cc1 (stereo not drawn)	9	1	5	96	-3.0	-6	.	-2.0	.
COc1ccccc1NC(=O)CSc1nc2sc(C)c(C)c2c(=O)n1Cc1ccco1	7	-4	-19	94	-4.0	-8	24	-3.9	25
CCOC(=O)c1oc2ccc(S(=O)(=O)n3nc(-c4ccc(Cl)cc4)cc3N)cc2c1C	0	5	0	107	-2.1	2	-12	-4.0	9
COc1ccc(OC)c(S(=O)(=O)Nc2c(NC3CCCCC3)c3ccccc3oc2=O)c1	-7	1	8	100	-2.9	-46	3	-2.4	-10
CCC(Sc1nc2cc3c(cc2c(=O)n1Cc1ccco1)OCO3)C(=O)NCCOC (stereo not drawn)	4	1	-2	100	-1.5	-4	22	1.8	8
Nn1c(Cc2ccccc2)nc2cc(Cl)ccc2c1=O	-6	4	-2	105	-1.1	-9	-2	0.4	-32

Fetched one by one from above:
SMILES	NS3 helicase inh	MEKK2mut PB1 HTS	M18AAP inhibitor	MEKK2wt PB1 HTS	VIM-2 inh	DNA FID counter	UBC9 SUMO inh	IMP-1 inhibitor	NALP1 yeast inh
COc1ccccc1N1CCN(C(=O)CCC(=O)N2CCN(c3ccccc3OC)CC2)CC1	-8	1	-4	104	1.3	-50	0	0.5	-2
CCC(Sc1nc2cc3c(cc2c(=O)n1Cc1ccco1)OCO3)C(=O)NCCOC (stereo not drawn)	4	1	-2	100	-1.5	-4	22	1.8	8
COc1ccccc1NC(=O)CSc1nc2sc(C)c(C)c2c(=O)n1Cc1ccco1	7	-4	-19	94	-4.0	-8	24	-3.9	25
COc1ccc(NC(=O)C2CC(=O)N(C)C(=Nc3ccc4c(c3)OCO4)S2)cc1 (stereo not drawn)	9	1	5	96	-3.0	-6	.	-2.0	.

Further entries:
SMILES	NS3 helicase inh	MEKK2mut PB1 HTS	M18AAP inhibitor	MEKK2wt PB1 HTS	VIM-2 inh	DNA FID counter	UBC9 SUMO inh	IMP-1 inhibitor	NALP1 yeast inh
Cc1ccc(N(CC(=O)NCc2ccc(F)cc2)C(=O)c2snc(C(N)=O)c2N)cc1C	10	-16	-1	93	-0.9	-29	1	-1.4	30
O=[N+]([O-])c1ccc(NCc2ccccc2N2CCC(CO)CC2)nc1	-7	1	8	96	-2.7	-7	5	-1.1	-1
COc1ccc(S(=O)(=O)N(C)c2ccc(C(=O)Nc3ccccc3C(=O)N3CCOCC3)cc2)cc1	-4	4	1	109	-0.8	-31	4	-2.5	13
CCc1[nH]nc2c1C(c1cccc(OC(=O)N3CCOCC3)c1)C(C#N)=C(N)O2 (stereo not drawn)	1	-4	6	98	0.1	-4	1	-2.0	36
O=C(COC(=O)c1ccc([N+](=O)[O-])cc1)Nc1cccnc1Cl	-1	-9	0	87	-0.7	2	-1	-0.1	8
S=C(NCCN1CCOCC1)N1CCN(c2cccc(Cl)c2)CC1	-2	19	4	109	-3.9	6	-6	-3.3	9
CCc1ccc(NC(=O)CCN2C(=O)c3cccnc3C2=O)cc1	-3	10	-5	109	-2.5	2	21	-5.7	16
O=C(CNS(=O)(=O)c1ccc(Br)cc1)NC1CCCC1	5	8	6	104	-1.7	-7	5	-4.0	3
O=C(/C=C/c1ccccc1Cl)N(c1ccccn1)C1CCCCC1	-2	22	-6	112	-0.7	-26	-1	-3.3	16
COc1ccc(S(=O)(=O)N2CCN=C2SCc2cccc(F)c2)cc1	-10	6	0	104	-0.8	-20	-3	-3.8	8
CCOc1ccc2[nH]c(=O)c(CN(CCc3ccccc3)C(=O)N3CCOCC3)cc2c1	-1	.	4	.	-7.7	-5	-8	-1.8	19
O=[N+]([O-])c1ccc(Sc2cccc3cccnc23)cc1	-3	1	-5	98	-0.8	-3	17	-0.7	12
Cc1c(C(=O)NCCN2CCOCC2)oc2ccccc12	5	-3	0	95	-5.3	-5	-4	-0.7	9
O=C(O)c1nn(CC(=O)N2CCCCCC2)c(=O)c2ccccc12	-3	0	4	108	-1.7	-9	-2	-3.0	-9
CCOC(=O)N1CCN(C(=O)Nc2ccc3nccnc3c2)CC1	2	4	6	99	0.0	-13	30	0.2	-1
Cc1ccc(C(NC(=O)NC(C)c2ccccc2)C(Cl)(Cl)Cl)cc1F (stereo not drawn)	6	21	-5	107	-1.6	-5	-21	-2.2	39
C=CCNC(=S)NNC(=O)COc1c(Cl)cc(Cl)cc1Cl	-4	17	9	119	-5.4	-19	-29	-6.4	4
COc1ccc(-c2nnc(NC(=O)C3CCCO3)s2)cc1 (stereo not drawn)	-7	2	-4	100	-2.0	-9	-15	-0.6	14
O=C(NN1C(=O)NC2(CCCCC2)C1=O)c1ccc(-c2ccc([N+](=O)[O-])cc2)o1	14	3	6	97	-0.6	-2	14	-1.4	5
COc1cccc(C2C=C(c3ccc(OC)cc3OC)Nc3nnnn32)c1 (stereo not drawn)	-16	1	10	100	1.6	-4	10	-5.1	-10
CC(=O)Nc1ccc(NC(=O)CSC2=NCCS2)cc1	-6	.	3	.	-2.1	-4	32	-2.1	-2
Cc1cc2n(n1)SC(Nc1cccc3ccccc13)N2 (stereo not drawn)	2	3	-1	93	-3.0	-4	72	-3.6	-1
CCOC(=O)/C=c1\sc2n(c1=O)CCN=2	0	5	11	101	-4.9	2	36	-1.7	17
Cc1cc(=O)[nH]c(-c2cccs2)n1	-6	1	-10	96	-1.3	-7	18	-0.4	5
O=S(=O)(NCCc1ccccn1)c1ccc(OC(F)(F)F)cc1	-22	7	-7	106	-1.3	-12	-6	-3.0	-3
C=CCNC(=O)CN(c1cc(Cl)ccc1OC)S(=O)(=O)c1ccc(C)c([N+](=O)[O-])c1	5	-3	0	95	-5.1	-13	22	-2.9	3
CCOC(=O)C1CCN(C(=O)c2ccc3nc(-c4ccc(OC)cc4)c(-c4ccc(OC)cc4)nc3c2)CC1	-23	-8	4	88	-1.3	-52	.	-2.1	24
